Assay outcomes deposited in PubChem BioAssay by several laboratories.
PERK inh: blocks human PERK kinase; 220,000 compounds, 0.17% hits; inhibition, % at 5.6 µM; CHO PERK-DD fusion, SEAP luminescence translation reporter; AID 1416;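 active = inhibition above the mean inhibition of all tested compounds plus 3 SD, set separately per screening campaign, cut at about 2.9% in these data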;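 also: PERK kinase domain activated by AP20187 dimerizer at 100 nM; 0% = DMSO with dimerizer and 100% = rapamycin at 8.4 µM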
EP2 antag: inhibitors of human EP2 prostaglandin E2 receptor. P43116. C6 glioma cells expressing human EP2, cAMP TR-FRET; cells stimulated with saturating PGE2. AID 1422. inhibition, % at 25 µM. 260,000 compounds, 0.52% hits;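 active = percent inhibition above 40 after rounding to a whole number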;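 also: rat C6 glioma host cells with rolipram phosphodiesterase inhibitor present; the protocol text gives 20 µM as final concentration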
Target sequence (P43116 whole entry, looked up): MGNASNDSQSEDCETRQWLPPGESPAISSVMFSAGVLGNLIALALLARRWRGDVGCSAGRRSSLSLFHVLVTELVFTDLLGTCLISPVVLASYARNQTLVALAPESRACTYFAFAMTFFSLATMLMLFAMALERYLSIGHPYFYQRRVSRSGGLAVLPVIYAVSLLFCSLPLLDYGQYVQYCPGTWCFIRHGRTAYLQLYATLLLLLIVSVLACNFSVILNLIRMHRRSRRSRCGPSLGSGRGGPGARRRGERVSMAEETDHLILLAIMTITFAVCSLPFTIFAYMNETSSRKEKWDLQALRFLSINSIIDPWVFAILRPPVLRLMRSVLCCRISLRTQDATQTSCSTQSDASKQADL
TNF death inh: TNF-alpha cell death inhibition in Jurkat FADD-/- cells; Jurkat FADD-/- TNF necroptosis rescue, ATP luminescence, 24 h; 0 = TNF only, 100 = no-TNF cells; activation (protection from cell death), % at 10 µM; 220,000 compounds, 0.068% hits; AID 463075;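 active = activation, meaning protection from cell death, of at least 50% relative to plate controls; inactive = activation below 50%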;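 also: necroptosis triggered by 40 ng/mL TNF-alpha added together with compound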
EP2 mod: EP2 receptor (human) modulation; AID 940; EP2-expressing cells, cAMP HTRF FRET, PGE2 co-stimulation; P43116; induction, % at 25 µM; 260,000 compounds, 0.83% hits;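 active = compounds whose cAMP rise, as percent of the full-agonist control response, exceeds 60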;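 also: rat C6 glioma line stably carrying human EP2 under a CMV promoter; the protocol text gives 20 µM as final concentration; 100% = response of wells given 1 µM PGE2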
RBBP9 inhibitor: inhibitors of human serine hydrolase RBBP9; O75884; recombinant RBBP9, FP-Rh probe fluorescence polarization; inhibition, % at 7.94 µM; 220,000 compounds, 0.2% hits; AID 1515;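 active = inhibition above the campaign mean of all tested compounds plus 3 SD, cut at about 14% in these data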;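 also: plate controls were DMSO wells with RBBP9 for no effect and wells lacking RBBP9 protein for full effect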
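Controls: DMSO-treated enzyme wells and wells lacking RBBP9 | Material: RBBP9 protein | Technique: Fluorescence polarization | Replication: Single well per compound, no replicates | Buffer or medium: Tris-NaCl-Pluronic buffer, pH 8.0 | Timing: 30 min compound preincubation, 45 min probe labeling, 25 °C | Read-out basis: Percent inhibition from mP, scaled between DMSO and no-protein wells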
Runt-SMMHC FRET: inhibitors of human RUNX1 Runt domain binding to CBFb-SMMHC; Q01196+Q13951; Cerulean-Runt/Venus-CBFb-SMMHC FRET ratio 530/480, 1 h; inhibition, % at 20 µM; 220,000 compounds, 0.74% hits; AID 1434;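 active = mean inhibition across duplicate retests at 20 µM reaching about 50%, limit read from the data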;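 also: 0% = DMSO wells and 100% = wells with excess untagged CBFb-SMMHC; inhibitors lower the FRET ratio by blocking Runt binding to CBFb-SMMHC; some results filed as inactive read as strong as hits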
Target sequence (Q01196 whole entry, looked up, the tested form may be a part): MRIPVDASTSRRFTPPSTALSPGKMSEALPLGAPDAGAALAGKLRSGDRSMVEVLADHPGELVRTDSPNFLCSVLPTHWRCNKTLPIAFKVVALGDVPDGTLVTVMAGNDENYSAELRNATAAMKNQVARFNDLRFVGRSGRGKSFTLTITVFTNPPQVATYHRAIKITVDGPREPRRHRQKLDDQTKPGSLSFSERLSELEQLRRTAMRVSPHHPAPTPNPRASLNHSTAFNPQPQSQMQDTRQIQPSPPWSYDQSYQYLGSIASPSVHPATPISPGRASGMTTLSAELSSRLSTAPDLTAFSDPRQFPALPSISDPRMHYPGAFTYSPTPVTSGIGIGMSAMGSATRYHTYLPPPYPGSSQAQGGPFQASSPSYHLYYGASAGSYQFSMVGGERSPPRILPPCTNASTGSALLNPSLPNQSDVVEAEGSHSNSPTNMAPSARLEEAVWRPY
Target sequence (Q13951 whole entry, looked up, the tested form may be a part): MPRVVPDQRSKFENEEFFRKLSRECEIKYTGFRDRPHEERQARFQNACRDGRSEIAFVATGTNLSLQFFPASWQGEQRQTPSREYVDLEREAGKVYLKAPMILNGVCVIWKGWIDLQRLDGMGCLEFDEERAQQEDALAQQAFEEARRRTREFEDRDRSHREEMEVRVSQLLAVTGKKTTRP
Hck-Nef inh: human Hck-Nef kinase inhibition; Recombinant Hck-YEEI plus Nef, Z-Lyte FRET kinase assay; inhibition, % at 20 µM; 220,000 compounds, 0.68% hits; AID 463187;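 active = Hck-Nef kinase inhibition above about 50%, limit read from the data; inactive = inhibition below that limit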;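 also: 0% = DMSO with Hck plus Nef and 100% = Hck alone without Nef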
Runt-CBFb FRET: blocks binding of human RUNX1 Runt domain to CBFb. Q01196+Q13951. 220,000 compounds, 0.46% hits. Cerulean-Runt/Venus-CBFb FRET ratio 530/480, 1 h. inhibition, % at 20 µM;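 active = inhibition over about 50% at 20 µM in the single-dose screen, limit read from the data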;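 also: 0% = DMSO wells and 100% = excess unlabeled CBFb competitor control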
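Assay system: Cerulean-tagged RUNX1 Runt domain (FRET donor) fusion protein / Amount: 100 nM each of Venus-CBFb and Cerulean-Runt domain / Medium: Tris buffer pH 7.5 with salts and BSA / Also added: Venus-CBFb 100 nM / Schedule: 1 h complex formation plus 1 h compound treatment, room temperature / Signal: FRET fluorescence / Read-out: loss of energy transfer signal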
zVAD death inh: L929 zVAD cell death inhibition | AID 1377 | 220,000 compounds, 0.38% hits | L929 zVAD necroptosis rescue, ATP luminescence, 24 h; with zVAD 60 µM | viability rescue, % at 10 µM;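 active = activation, scaled between plate controls, above about 75%, limit read from the data; inactive = activation under that limit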;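 also: 0% = zVAD with DMSO and 100% = DMSO alone without zVAD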
The depositor's hits bear a star; / = not tested or not shown; & = joins results of further samples.

SMILES	PERK inh	EP2 antag	TNF death inh	EP2 mod	RBBP9 inhibitor	Runt-SMMHC FRET	Hck-Nef inh	Runt-CBFb FRET	zVAD death inh
CCOc1ccc(N2C(=O)Nc3ccccc3C2(O)C(=O)NCc2ccc(F)cc2)cc1 (stereo not drawn)	-0.2	5	1.0	-16	-2	0	-4	-1	-0.2
CCOc1ccc(NC(=O)C2CCCN2C(=O)OCc2ccccc2)cc1 (stereo not drawn)	-0.2	4	-1.1	-5	7	-5	-1	0	-0.8
Cc1ccc(Cl)cc1NC(C#N)c1ccccc1 (stereo not drawn)	0.9	11	-3.5	63*	-3	-1	5	0	-0.6
COc1ccc2nc3c(c(-c4ccccc4)c2c1)CCC3	-0.8	13	0.1	42	-13	1	4	-3	-1.4
CCNC(=O)COC(=O)c1[nH]c(C)c(C(=O)OC)c1C	-0.2	9	0.0	0	4	-2	26	0	2.3
c1ccc2c(c1)CCCN2c1nc2ccccc2n2cnnc12	0.6	16	-2.8	-8	-6	-2	6	-2	0.7
Cc1nc2ccccc2c(=O)n1NC(=O)c1c(O)c2c(n(CC(C)C)c1=O)CCCC2	-1.3	5	0.4	8	-5	-5	-1	-5	-0.1
CC(=O)Nc1sc(-c2ccc(Cl)cc2)nc1-c1ccccc1	-0.6	5	-0.1	-22	-2	-2	13	-1	-0.6
CCC(Cc1ccccc1)NC(=O)CN(C)S(=O)(=O)c1ccc2c(c1)c(=O)n(C)c(=O)n2C (stereo not drawn)	-1.0	9	-3.0	5	-8	2	0	2	-0.5
COC(=O)c1ccc(OC(=O)C2CC(=O)N(c3ccc(C)cc3C)C2)cc1 (stereo not drawn)	0.5	10	-0.3	-25	2	-3	-1	-2	0.9

Entries of single compounds, quoted from the list. Screens in order: PERK inh, EP2 antag, TNF death inh, EP2 mod, RBBP9 inhibitor, Runt-SMMHC FRET, Hck-Nef inh, Runt-CBFb FRET, zVAD death inh
`CCNC(=O)COC(=O)c1[nH]c(C)c(C(=O)OC)c1C` as listed: -0.2, 9, 0.0, 0, 4, -2, 26, 0, 2.3
`CC(=O)Nc1sc(-c2ccc(Cl)cc2)nc1-c1ccccc1` as listed: -0.6, 5, -0.1, -22, -2, -2, 13, -1, -0.6
`Cc1nc2ccccc2c(=O)n1NC(=O)c1c(O)c2c(n(CC(C)C)c1=O)CCCC2` as listed: -1.3, 5, 0.4, 8, -5, -5, -1, -5, -0.1

Other compounds follow:
SMILES	PERK inh	EP2 antag	TNF death inh	EP2 mod	RBBP9 inhibitor	Runt-SMMHC FRET	Hck-Nef inh	Runt-CBFb FRET	zVAD death inh
COc1ccc(S(=O)(=O)NCCCCNS(=O)(=O)c2ccc(OC)cc2)cc1	-0.4	5	1.6	6	1	-8	0	0	0.8
Cc1c(C(=O)N2CCCCC2)nn(-c2ccc(Cl)cc2)c(=O)c1C#N	1.7	3	1.1	-11	-8	0	26	-2	-0.5
CC(NC(=O)COc1ccccc1-c1ccccc1)c1ccccc1 (stereo not drawn)	0.0	2	1.2	26	-9	-5	1	-26	-0.2
CCC(=O)Nc1ccc2c(c1)C(=O)N(C)C2=O	0.6	11	0.5	-6	-6	-2	9	1	0.8
Cc1ccc(NC(=S)N(CCN(C)C)Cc2cccs2)cc1C	-0.4	4	3.3	-16	-8	0	-21	2	-0.3
O=c1/c(=C\c2ccc3c(c2)OCO3)sc2n1CCCN=2	0.8	4	-2.2	-7	-6	2	5	0	0.1
O=C(CSc1nnc(CNC(=O)C23CC4CC(CC(C4)C2)C3)n1-c1ccccc1)Nc1ccc(F)cc1	-0.7	9	0.2	-5	-3	0	0	-2	2.5
CSc1c(CC(=O)Nc2ccccc2Cl)n(Cc2ccccc2)c2ccccc12	0.2	11	-1.0	44	0	-10	-2	-3	-0.4
COc1cccc(CC2(CO)CCN(C(=O)NC3CCCCC3)CC2)c1	-0.1	6	0.7	7	-8	0	6	-3	-0.1
COc1ccc(C2=NN(C(=O)CSc3nc4ncc(Cl)cc4[nH]3)C(c3ccco3)C2)cc1 (stereo not drawn)	-0.3	5	-0.6	21	-10	19	22	17	0.6
CC(=O)n1c2c(c3ccccc31)OC(N)=C(C#N)C2c1cccc(Cl)c1Cl (stereo not drawn)	0.8	9	-7.0	3	-1	-8	4	3	1.1
COc1ccc(Br)cc1/C=N/Nc1cccc(C(=O)O)c1	1.1	3	2.5	12	-9	2	-1	2	2.1
O=C(CCl)N(Cc1cccc([N+](=O)[O-])c1)c1cccc(Cl)c1	0.4	8	-15	26	-9	-1	-4	-1	38
CN(C)CCN1C(=O)c2oc3ccc(Cl)cc3c(=O)c2C1c1cccc(Br)c1 (stereo not drawn)	-0.4	6	-6.6	-13	4	-1	14	-3	-0.7
CCCCn1c(NCc2ccccc2O)nc2ccccc21	0.4	10	-0.5	9	3	0	16	0	0.4
O=C(NCC1COc2ccccc2O1)C1(c2ccccc2)CCCC1 (stereo not drawn)	-0.2	4	-0.4	24	-4	1	21	-2	1.3
Cc1cccc(N2CCN(CC(O)COCc3cccs3)CC2)c1C (stereo not drawn)	0.4	10	1.7	1	2	-3	3	-2	0.0
COc1ccc(N(CC(=O)Nc2ccccc2C(=O)N2CCOCC2)S(=O)(=O)c2ccc(F)cc2)cc1	-0.2	2	0.6	13	-4	1	6	0	0.7
CC1=C(C(=O)OCC2CCCO2)C(c2ccc(Cl)cc2)NC(=O)N1 (stereo not drawn)	0.4	1	1.0	13	5	-2	10	0	1.0
COc1ccc(CC(=O)Nc2c3c(nn2C(C)(C)C)CS(=O)C3)cc1 (stereo not drawn)	1.3	10	1.9	8	-6	-1	5	-2	-0.1
O=C(/C=C/c1c(F)cccc1Cl)c1ccc(F)cc1	0.9	10	-9.5	25	-3	-1	0	1	1.0
Cc1ccc(Cn2c(CN(C)Cc3ccccc3)nc3c2c(=O)n(C)c(=O)n3C)cc1	-1.2	5	0.1	27	-3	-1	-1	-5	-0.2
C=CCSc1nnc(-c2cc3c(C(F)(F)F)nn(C)c3s2)n1C	-0.8	15	-0.4	-8	-2	-3	0	-2	0.7
CC(=O)Nc1cnn(Cc2ccc(Br)cc2)c1	1.1	5	-0.1	-30	-6	1	2	2	-0.3
CCCCC1CCC(C(=O)Nc2ccccc2)CC1 (stereo not drawn)	-1.3	7	0.2	6	-7	-2	-2	2	-0.2
Cc1ccc2sc(-c3ccc(NC(=O)CCN4C(=O)c5ccccc5C4=O)cc3)nc2c1	1.0	6	0.3	-4	-2	-6	5	-2	1.5
CCOC(=O)C1(Cc2cccc(OC)c2)CCCN(Cc2cc(C(C)C)n[nH]2)C1 (stereo not drawn)	0.2	4	1.3	18	0	-5	-5	-1	0.8
CCCCCOc1ccc(Cn2ccnc2)cc1[N+](=O)[O-]	0.6	11	1.5	-32	-2	1	12	-3	0.1
COc1cc(Cl)c(C)cc1NC(=O)Cc1ccc(OC)c(OC)c1	0.1	9	2.2	-38	-2	0	-21	-2	0.5
COc1ccc(-n2cc(CNCc3cnc4ccccn34)c(-c3cccc(F)c3)n2)cc1	-0.9	2	2.0	-8	-8	-7	1	-6	-0.6
Cc1nc(CCNC(=O)c2cc(COc3ccc(F)cc3Cl)on2)sc1C	-1.1	2	-1.0	-52	-11	-1	32	1	3.5
COc1ccc(NC(=O)c2cc(-c3cccs3)on2)cc1OC	-0.2	1	-0.2	2	-4	3	2	-1	0.7
Cn1c(OCc2ccc3c(c2)OCO3)nc2c1c(=O)n(Cc1ccc(Cl)c(Cl)c1)c(=O)n2C	-0.4	/	-5.7	18	-12	-3	-1	-2	-0.6
Cc1ccc(N/N=C(/Sc2nnnn2-c2ccccc2)C(=O)c2ccccc2)cc1	0.8	2	0.4	29	-6	-2	14	0	0.0
O=c1oc2ccccc2c2c1SC(C(F)(F)F)C2 (stereo not drawn)	0.3	12	-1.1	-2	-2	-2	-1	1	0.0
CC(=O)Nc1cccc(/C(C)=N/NS(=O)(=O)c2ccc(C)cc2)c1	-0.5	2	-0.2	25	-4	1	-4	1	-0.4
CC(C)c1ccc(NC(=S)NC2CC3C=CC2C3)cc1 (stereo not drawn)	1.0	4	-16	-77	9	-6	6	0	-0.1
COc1ccccc1NC(=O)COC(=O)c1ccc2c(c1)nc(C)n2-c1ccccc1	-0.5	10	0.4	28	-4	6	8	-3	1.0
CC(C)COCC(CN(Cc1ccccc1)c1ccccc1)N1CCCC1 (stereo not drawn)	0.7	6&13&10	/	28&2&18	11	-9	/	1	/
CC(C)(C)OC(=O)NNC(=S)NCc1ccc(Cl)cc1	0.5	2	-4.5	4	-4	1	0	-5	-0.1

Overlap with the part before: four entries; new compounds follow.
SMILES	PERK inh	EP2 antag	TNF death inh	EP2 mod	RBBP9 inhibitor	Runt-SMMHC FRET	Hck-Nef inh	Runt-CBFb FRET	zVAD death inh
CC(C)c1ccc(NC(=S)NC2CC3C=CC2C3)cc1 (stereo not drawn)	1.0	4	-16	-77	9	-6	6	0	-0.1
COc1ccccc1NC(=O)COC(=O)c1ccc2c(c1)nc(C)n2-c1ccccc1	-0.5	10	0.4	28	-4	6	8	-3	1.0
CC(C)COCC(CN(Cc1ccccc1)c1ccccc1)N1CCCC1 (stereo not drawn)	0.7	6&13&10	/	28&2&18	11	-9	/	1	/
CC(C)(C)OC(=O)NNC(=S)NCc1ccc(Cl)cc1	0.5	2	-4.5	4	-4	1	0	-5	-0.1
O=C(C(NS(=O)(=O)c1cccs1)c1ccccc1)N1CCN(c2ccccc2F)CC1 (stereo not drawn)	-0.5	9	-0.3	35	3	-1	0	2	0.4
Cc1cc2nc(-c3ccc(SCC(=O)N4CCN(C(=O)c5ccco5)CC4)nc3)[nH]c2cc1C	-1.6	8&20	-15	-5&-89	-6	-8	-12	5	-0.8
CCOc1ccc2nc(NC(=O)CSc3nc4c(c(=O)n(C)c(=O)n4C)n3C(C)C)sc2c1	0.0	/	-0.8	-8	-9	-76	2	-4	5.8
O=[N+]([O-])c1cc(-c2nnc(Nc3ccc(O)cc3)c3ccccc23)ccc1N1CCOCC1	0.1	34	-9.9	-5	-3	4	5	3	22
O=C(C1CCCN(S(=O)(=O)c2cccc3nsnc23)C1)N1CCc2ccccc21 (stereo not drawn)	-0.5	/	-1.5	2	4	1	-1	-2	0.6
CCOc1ccccc1NC(=O)Cn1nnc(C(=O)NCc2ccco2)c1N	-0.4	/	-10	4	-1	-6	3	0	-0.4

Not all compounds are listed; count on the stated rates, not on these rows.
